Source: PubChem BioAssay
SENP6 inh: blocks the human protease SENP6. Recombinant SENP6 catalytic domain, aminoluciferin luminescence. inhibition, % at 10 µM. hit rate 1.8% among 330,000. AID 2599;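 active = inhibition above about 50% at the single tested dose, limit read from the data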;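 note: plate controls were DMSO wells with enzyme for no effect and DMSO wells lacking enzyme for full effect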
PfG6PD inh: PfG6PD (Plasmodium falciparum) enzyme inhibition | PfGluPho enzyme, NADPH resazurin-diaphorase fluorescence | inhibition, % at 20 µM | hit rate 0.78% among 350,000 | AID 504690;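 active = inhibition reaching at least a set limit at 20 µM in the primary screen, cut at about 59% in these data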;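 note: 0% = DMSO wells with substrate and 100% = DMSO wells lacking glucose-6-phosphate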
SENP8 block-1: SENP8 protease inhibition. purified SENP8, Z-RLRGG-aminoluciferin cleavage, luminescence. inhibition, % at 10 µM. hit rate 1.2% among 330,000. AID 2540; in the data active = inhibition above about 50%
Target sequence (Q96LD8 whole entry, looked up): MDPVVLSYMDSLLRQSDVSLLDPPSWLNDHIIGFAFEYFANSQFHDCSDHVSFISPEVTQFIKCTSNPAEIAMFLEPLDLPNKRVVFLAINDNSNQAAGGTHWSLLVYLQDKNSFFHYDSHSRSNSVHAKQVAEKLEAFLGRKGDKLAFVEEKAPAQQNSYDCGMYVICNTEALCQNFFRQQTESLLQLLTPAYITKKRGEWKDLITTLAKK
beta cell repl: induces beta-cell replication in MIN6 cells | MIN6 cells proliferation, ATPlite luminescence, 48 h; cells starved in 0.2% serum; 100% = growth in 10% serum | hit rate 0.29% among 330,000 | proliferation, % at 10 µM;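 active = compounds whose signal lies at least 3.5 SD above the mean of all wells on their plate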;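 note: 0% = DMSO-treated cells in low-serum medium and 100% = 10% serum control; some compounds called inactive have numbers as strong as hits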
HKDC1 inhibitor: blocks human hexokinase HKDC1 activity; inhibition, % at 20 µM; recombinant HKDC1, G6PDH/diaphorase resazurin coupled fluorescence; hit rate 0.16% among 340,000;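 active = inhibition above about 35% when tested at 20 µM, limit read from the data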;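 note: plate controls were DMSO wells with enzyme for no effect and DMSO wells lacking enzyme for full effect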
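Test system: Recombinant HKDC1 (HK5) hexokinase enzyme, produced in-house | Input: HKDC1 at 5 µg/mL | Buffer or medium: Tris pH 8.0 buffer with MgCl2, Tween-20, BSA, BME | Schedule: 90 min reaction incubation at room temperature, dark | Technique: Resazurin-to-resorufin fluorescence via G6PDH and diaphorase coupling, 525/613 nm | Controls: DMSO wells with and without enzyme mix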
UBC13 inh: human UBC13 polyubiquitination inhibition; inhibition, % at 20 µM; UBC13 polyubiquitin chain formation, TR-FRET; P61088; hit rate 0.47% among 330,000; in the data active = inhibition above about 45%, passing the limit was not always enough
SENP7 inh: SENP7 protease inhibition; Q9BQF6; recombinant SENP7, Z-RLRGG-aminoluciferin luminescence, 40 min; inhibition, % at 5 µM; hit rate 1.5% among 330,000;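 active = inhibition above about 50% at the single test dose, limit read from the data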;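 note: plate controls were DMSO with enzyme for no effect and no enzyme buffer wells for full effect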
Target sequence (Q9BQF6 706-1050 limits assumed): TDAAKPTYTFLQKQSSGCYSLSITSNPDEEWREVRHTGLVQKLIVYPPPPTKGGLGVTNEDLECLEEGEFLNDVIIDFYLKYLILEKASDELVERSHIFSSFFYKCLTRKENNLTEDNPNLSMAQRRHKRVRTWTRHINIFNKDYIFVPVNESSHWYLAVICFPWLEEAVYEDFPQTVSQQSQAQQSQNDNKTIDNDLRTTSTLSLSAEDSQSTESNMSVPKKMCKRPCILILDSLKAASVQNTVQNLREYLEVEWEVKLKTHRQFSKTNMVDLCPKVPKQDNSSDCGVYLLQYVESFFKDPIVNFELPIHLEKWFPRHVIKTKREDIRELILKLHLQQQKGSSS
SENP1 inh: inhibitors of human SENP1 SUMO protease catalytic domain; Q9P0U3; AID 624204; hit rate 0.21% among 360,000; inhibition, % at 10 µM; recombinant SENP1 catalytic domain, CyPet-SUMO1-YPet FRET cleavage;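 active = inhibition at least 30% at 10 µM, raw YFP signal under a set limit, fluorescence ratio 0.5 to 1.5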;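 note: 0% = enzyme with DMSO and 100% = no enzyme wells; some results filed as inactive read as strong as hits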
Target sequence (Q9P0U3 419-644 limits assumed): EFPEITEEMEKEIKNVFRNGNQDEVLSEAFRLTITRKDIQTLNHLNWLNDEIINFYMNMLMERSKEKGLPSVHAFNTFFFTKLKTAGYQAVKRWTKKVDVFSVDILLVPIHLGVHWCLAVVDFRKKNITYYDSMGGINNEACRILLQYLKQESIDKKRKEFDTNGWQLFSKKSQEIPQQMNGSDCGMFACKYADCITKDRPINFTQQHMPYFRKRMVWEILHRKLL
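Test system: recombinant human SENP1 catalytic domain, His6-tagged / Medium: pH 8 Tris buffer with EDTA, NaCl, BME, BSA, NP40, catalase / Also added: SUMO1 FRET substrate flanked by Cypet and Ypet, 25 nM / Times: 50 min reaction at room temperature / Signal: FRET, CFP and YFP emission / Control set: no-enzyme low control and enzyme-plus-DMSO high control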
SENP8 block-2: SENP8 (human) protease inhibition; AID 602440; recombinant SENP8, Nedd8 substrate fluorescence; inhibition, % at 20 µM; hit rate 0.64% among 360,000; in the data active = inhibition mostly above about 40%, no sharp cut-off; inactive = mostly below about 27%
Numbers without * were called inactive; i = inactive; & = joins results of further samples. Compounds were not picked by outcome; 4% or so of the library scored in one or more.

SMILES	SENP6 inh	PfG6PD inh	SENP8 block-1	beta cell repl	HKDC1 inhibitor	UBC13 inh	SENP7 inh	SENP1 inh	SENP8 block-2
COc1ccc(-c2nnn(CC(=O)N(Cc3cccs3)C(C)C(=O)NC3CCCC3)n2)cc1OC (stereo not drawn)	4	-5	0	2	-6	6	11	-8	13
O=C(CSc1nnc(-c2ccc(Cl)cc2)n1Cc1ccco1)Nc1ccc2c(c1)OCCO2	12	10	6	-4	-7	-9	3	-4	18
CCNC(=S)N1CCN(Cc2ccc3c(c2)OCO3)CC1	-22	-1	3	-1	-10	1	3	1	5
CCCCCCCCc1nc(SC(C)C(=O)O)n[nH]1 (stereo not drawn)	0	-26	4	-3	5	-4	0	2	-1
O=C(C1=C[C@@H](C2CC2)C[C@@H](OCCCCO)O1)N1CCN(Cc2ccc3c(c2)OCO3)CC1	-11	2	6	8	-5	0	-2	-3	4
COc1ccc([C@@H]2CC=C(C(=O)O)[C@H](c3ccccc3F)N2S(=O)(=O)c2ccc(C)cc2)cc1OC	-14	-21	-4	1	-3	-8	-8	-3	2
Cc1[nH]n(-c2ccc([N+](=O)[O-])cc2)c(=O)c1/C=N/N1CCOCC1	78*	15	44	-2	-9	-7	58*	1	32
CC1CC(C)CN(CCCNC(=O)c2ccc3c(c2)N(Cc2ccccc2)C(=O)c2ccccc2S3=O)C1 (stereo not drawn)	-5	-20	-15	-7	-4	4	-12	-1	14
COc1ccccc1NC(=O)Nc1ccc(C)cn1	34	11	1	0	-1	7	34	4	20
NC(=O)NC(CC(=O)NCCCc1ccccc1)c1ccc(Cl)cc1 (stereo not drawn)	-14	-9	-10	-3	-6	-3	-2	2	26
Cc1ccc(S(=O)(=O)N/N=C2/CCCCC2C2CCCCC2)cc1[N+](=O)[O-] (stereo not drawn)	5	-12	1	-2	-2	3	3	2	6
O=C1NC2(CCCCC2)C(=O)N1c1ccc(Cl)cc1	4	2	-10	8.4*	-6	1	-3	0	6
COc1ccccc1OCC(O)CN1CCN(CC(=O)Nc2c(C)cccc2C)CC1 (stereo not drawn)	-6&-8	0&14	0&-11	7&-3	-5&-5	16&-8	5&2	0&3	8&10
CCOc1ccc2nc(NC(=O)CC3Oc4ccccc4NC3=O)sc2c1 (stereo not drawn)	1	-1	-6	-2	-9	-1	8	-1	14
COC(=O)c1sccc1Oc1c(Cl)cccc1[N+](=O)[O-]	-18	-24	8	-3	-7	1	5	2	16
CCOC(=O)C1CCCN(C(=O)CCCn2nnnc2CN2CCC(C)CC2)C1 (stereo not drawn)	9	-6	-1	4	-6	-9	-13	-1	8
Cn1cc([C@@H]2C[C@H]3CN(Cc4cccc(Cl)c4)C(=O)[C@]34CCCN24)c2ccccc21	-4	17	-18	-5	2	2	-1	4	-27
CCC(C)C(NC(=O)C(CC(C)C)NC(=O)C(CO)NC(=O)C1CCC(=O)N1)C(=O)OC (stereo not drawn)	-8	-5	-4	0	-9	-4	-5	5	-6
CNC(=O)c1ccccc1S(=O)(=O)c1ccccc1C#N	-18	-6	-2	-2	-4	4	4	-1	13
COc1ccc(C(=O)NC2CC2)cc1OC1CCN(Cc2ccc(SC)cc2)CC1	6	3	8	-2	-2	-4	7	-1	9
CC1CCN(S(=O)(=O)c2cc(Br)cc(C(=O)NC3=NCCS3)c2)CC1	-5	-6	-4	0	6	4	4	-1	8
COc1ccc(/C=N/n2c(-c3cc(C)[nH]n3)n[nH]c2=S)cc1OC	-22	28	-4	-2	-7	0	4	0	12
CCOC(=O)C1=NNC(C(=O)c2ccc(Cl)cc2)C1c1ccc(OC)cc1 (stereo not drawn)	1	-4	-1	-1	-4	-3	3	1	11
Cc1ccc(NC(=S)NC2CCCC2)cc1C	0	9	-4	0	6	-10	-3	1	18
CC1CCN(CCOCCOc2ccc(Cl)cc2Br)CC1	8	-6	3	-4	4	15	6	0	15

An excerpt of these results, as a markdown table:
| smiles | SENP6 inh | PfG6PD inh | SENP8 block-1 | beta cell repl | HKDC1 inhibitor | UBC13 inh | SENP7 inh | SENP1 inh | SENP8 block-2 |
| --- | --- | --- | --- | --- | --- | --- | --- | --- | --- |
| COc1ccc(C(=O)NC2CC2)cc1OC1CCN(Cc2ccc(SC)cc2)CC1 | 6 | 3 | 8 | -2 | -2 | -4 | 7 | -1 | 9 |
| CC1CCN(S(=O)(=O)c2cc(Br)cc(C(=O)NC3=NCCS3)c2)CC1 | -5 | -6 | -4 | 0 | 6 | 4 | 4 | -1 | 8 |
| COc1ccc(/C=N/n2c(-c3cc(C)[nH]n3)n[nH]c2=S)cc1OC | -22 | 28 | -4 | -2 | -7 | 0 | 4 | 0 | 12 |

Shown as a hit in SENP7 inh, of those listed so far:
| canonical_smiles | SENP6 inh | PfG6PD inh | SENP8 block-1 | HKDC1 inhibitor | UBC13 inh | SENP7 inh | SENP1 inh | SENP8 block-2 |
| --- | --- | --- | --- | --- | --- | --- | --- | --- |
| Cc1[nH]n(-c2ccc([N+](=O)[O-])cc2)c(=O)c1/C=N/N1CCOCC1 | 78* | 15 | 44 | -9 | -7 | 58* | 1 | 32 |

Arranged by the number under UBC13 inh (largest number first): some entries from above
Compound | UBC13 inh
COc1ccc(-c2nnn(CC(=O)N(Cc3cccs3)C(C)C(=O)NC3CCCC3)n2)cc1OC (stereo not drawn) | 6
Cc1[nH]n(-c2ccc([N+](=O)[O-])cc2)c(=O)c1/C=N/N1CCOCC1 | -7
CCOC(=O)C1CCCN(C(=O)CCCn2nnnc2CN2CCC(C)CC2)C1 (stereo not drawn) | -9

The main list resumes with the 3 entries that preceded the break.
SMILES	SENP6 inh	PfG6PD inh	SENP8 block-1	beta cell repl	HKDC1 inhibitor	UBC13 inh	SENP7 inh	SENP1 inh	SENP8 block-2
CCOC(=O)C1=NNC(C(=O)c2ccc(Cl)cc2)C1c1ccc(OC)cc1 (stereo not drawn)	1	-4	-1	-1	-4	-3	3	1	11
Cc1ccc(NC(=S)NC2CCCC2)cc1C	0	9	-4	0	6	-10	-3	1	18
CC1CCN(CCOCCOc2ccc(Cl)cc2Br)CC1	8	-6	3	-4	4	15	6	0	15
O=C(N/N=C/c1ccc2ncccc2c1)c1cc(-c2cccs2)nc2ccccc12	6	2	0	1	-3	-4	-6	-5	-437
C=CCn1c(SCCN2C(=O)c3ccccc3C2=O)nc2scc(-c3ccccc3)c2c1=O	11	2	11	0	1	26	1	0	11
COc1ccc(CN(C)CC(=O)Nc2ccccc2C(=O)NC2CC2)cc1	-7	-19	4	-1	4	5	-3	-2	-3
Cc1ccc(S(=O)(=O)N(C)C)cc1NC(=O)CCc1ccccc1	-2	-5	7	0	-11	-1	-1	0	11
O=C(NNc1cc(Cl)cc(Cl)c1)C1CCC1	-19	8	-9	-1	3	-2	-10	0	14
CC1(C)C=Cc2cc3ccc(=O)oc3cc2O1	-10	24	-4	-1	7	-21	-3	-58	-239
Cc1cccc(N2CCN(Cc3nc(-c4cccc(Oc5ccccc5)c4)oc3C)CC2)n1	-15	0	-5	-6	11	8	-5	-3	-10
CN1CCCN(S(=O)(=O)c2ccccc2)c2nc3ccccc3nc21	-4	-17	-5	5	5	-2	-11	-43	i
COc1ccccc1NS(=O)(=O)c1cccc(C(=O)OCC(=O)Nc2cc(C)on2)c1	-19	15	-8	-5	-2	-11	-6	0	25
CCC(c1nnnn1CCc1ccccc1)N(Cc1ccco1)Cc1cc2c(C)ccc(C)c2[nH]c1=O (stereo not drawn)	-1	-3	1	-7	-2	9	9	3	-26
CCC(CC)C(=O)N1CCN(c2cccc(C)c2C)CC1	2	1	-2	-2	-15	9	-6	2	19
Cc1cccc(NC(=O)C2CCN(S(=O)(=O)c3cccc4nonc34)CC2)c1	-24	-4	-6	0	-5	-4	-8	7	7
CCOC(=O)c1csc(NC(=O)C2=COCCO2)n1	-18	-1	-3	0	1	-1	-4	1	8
COc1ccc(CN=C(Nc2ccccc2)SC2CC(=O)NC2=O)cc1 (stereo not drawn)	-10	6	-2	2	-2	-9	8	3	15
COC(=O)C1=C(C)N(Cc2ccccc2)C(=NCc2ccc(OC)cc2)N[C@H]1c1ccccc1	-32	-2	-4	-6	-4	44	6	-38	-33
O=C(Nc1ccccc1Cl)c1cc[n+]([O-])cc1	-9	-14	-8	1	0	-5	-10	1	22
O=S(=O)(c1ccc2ccccc2c1)N1CCCCC1	8	-11	2	-1	8	-2	9	3	6
CS(=O)(=O)N1N=C(c2ccccc2)CC1c1ccc2nccnc2c1 (stereo not drawn)	9	3	-3	3	2	4	3	-5	10
COc1ccc(/C=N/NC(=O)C(=O)N2CCN(c3ccccc3OC)CC2)cc1	-10	2	-10	0	2	-3	-10	2	5
Cc1cc(C)cc(NC(=O)C(Nc2ccccc2)c2ccccc2)c1 (stereo not drawn)	-11	10	-4	-3	-6	10	2	0	5
CCOC(=O)c1c(NC(=O)C(C)Sc2c[nH]c3ccccc23)sc2c1CCC2 (stereo not drawn)	-2	38	-5	-7	1	6	2	0	-8
Cc1ccc(NC(=S)NCC23C=CC(O2)C2C(=O)N(c4ccc(C)cc4)C(=O)C23)cc1 (stereo not drawn)	-2	4	-4	-4	12	-9	-6	-3	13
O=C(O)C1C2C=CC(C2)C1C(=O)NCCCc1ccccc1 (stereo not drawn)	6	-9	-2	1	-4	3	5	2	11
